RAD54 inh: inhibitors of human RAD54 branch migration, primary screen, biochemical, fluorescence, single point. DNA repair and recombination protein RAD54-like (Homo sapiens), Q92698. RAD54 Holliday junction branch migration, FAM/BHQ fluorescence. inhibition, % at 10.4 µM. 0.14% of 360,000 active. AID 602329, 2012;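 active = mean normalized replicate activity at least 40 and at least half of replicates scoring 40 or more; inconclusive = only one of the two criteria met; inactive = mean below 40 and under half of replicates reaching 40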;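 note: 0% = median of neutral control wells and 100% = median of positive control wells; inhibitors cause a drop in the FAM fluorescence signal; in these data hits start at about 50%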
ERp5 inh: inhibitors of ERp5-driven insulin aggregation, primary screen, biochemical, turbidity, absorbance 650 nm, single point | 90 min | inhibition, % at 9.99 µM | 0.05% of 350,000 active;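 active = mean replicate inhibition above about 25%, with every replicate also reaching it, limit read from the data, passing the limit was not always enough; inconclusive = only one of those two criteria met; inactive = neither criterion met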
Target sequence (Q15084 whole entry, looked up): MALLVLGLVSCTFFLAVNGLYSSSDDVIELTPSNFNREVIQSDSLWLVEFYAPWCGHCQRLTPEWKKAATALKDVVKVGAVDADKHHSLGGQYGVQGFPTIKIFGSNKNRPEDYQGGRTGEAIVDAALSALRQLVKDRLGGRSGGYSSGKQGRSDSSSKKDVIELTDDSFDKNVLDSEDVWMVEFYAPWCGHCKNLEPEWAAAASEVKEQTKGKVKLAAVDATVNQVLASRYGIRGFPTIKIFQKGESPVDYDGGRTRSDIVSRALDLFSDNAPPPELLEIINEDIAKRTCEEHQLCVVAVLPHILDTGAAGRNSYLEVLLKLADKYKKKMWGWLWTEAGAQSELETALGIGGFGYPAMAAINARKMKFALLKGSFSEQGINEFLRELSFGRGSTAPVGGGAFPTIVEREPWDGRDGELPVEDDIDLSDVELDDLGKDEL
esBAF inh: Bmi1 luciferase reporter increase in mESCs, primary screen, esBAF inhibitor project, mouse ES cells, Bmi1 luciferase knock-in, single point; 24 h; 100% = twice the neutral-well signal; reporter increase, % at 12.5 µM; 2% of 350,000 active; in the data active = activation above about 40%; inconclusive = no clear call, values can overlap the other calls;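 note: 0% = median of the plate's neutral control wells and 100% = double that signal; a rise in the Bmi1 reporter signal indicates esBAF inhibition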
CASP6 VEID inh: human caspase-6 inhibitors, primary screen, biochemical, VEID-R110 fluorescence, single point, set 2. 0.53% of 350,000 active. P55212. inhibition, % at 12.5 µM. purified caspase-6, Z-VEID-R110 cleavage fluorescence;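 active = mean inhibition across replicates at least about 35%, with every replicate also reaching that limit, limit read from the data; inconclusive = only one of the two criteria met; inactive = neither criterion met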;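 note: 0% = median of neutral control wells and 100% = no fluorescence left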
Target sequence (P55212 24-179 limits assumed): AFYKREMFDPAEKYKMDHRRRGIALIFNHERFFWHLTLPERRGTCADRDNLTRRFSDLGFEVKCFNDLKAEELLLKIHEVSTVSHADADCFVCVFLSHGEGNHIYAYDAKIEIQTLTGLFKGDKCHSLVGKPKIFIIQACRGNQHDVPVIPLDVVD
Target sequence (P55212 194-293 limits assumed): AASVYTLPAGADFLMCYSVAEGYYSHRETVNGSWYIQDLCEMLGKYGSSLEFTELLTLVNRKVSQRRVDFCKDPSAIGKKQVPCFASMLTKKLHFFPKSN
E-sel inducer: E-selectin induction in HUVECs, primary screen, imaging, HUVEC, immunofluorescence imaging, single point; normalized: neutral wells 0, TNF-alpha wells 100; activation, % at 7.58 µM; 0.37% of 260,000 active; P16581;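 active = mean E-selectin-positive cell signal at least 10% of the positive control, reached in at least 60% of replicates, without over 20% cell loss; inconclusive = no rule given, readout overlaps actives, possibly toxicity-flagged; inactive = the rest, including those meeting only one limit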;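 note: in these data hits start at about 27%; measured in HUVEC primary endothelial cells; signal is the percent of cells scored E-selectin positive by PE staining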
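material = human umbilical vein endothelial cells (HUVEC), E-selectin induction | quantity = 3,000 cells/well | medium = EGM-2 growth medium on 0.1% gelatin-coated wells | technique = immunofluorescence imaging | read-out basis = % PE-positive cells | control set = TNF-alpha positive control, DMSO neutral control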
ARNT-TACC3 inh: disruptors of ARNT/TACC3 protein interaction, primary screen, biochemical, AlphaScreen, single concentration. Transforming acidic coiled-coil-containing protein 3 (Homo sapiens), Q9Y6A5. AlphaScreen His-ARNT PAS-B/GST-TACC3 binding, luminescence; TACC3 fragment carries E629A point mutation. inhibition, % at 9.99 µM. 0.66% of 390,000 active. AID 623870, 2012;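 active = mean inhibition of replicates at least 50% and at least half of replicates each reaching 50%; inconclusive = half or more replicates reach 50% but mean below 50%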;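 note: 0% = complete ARNT plus TACC3 wells and 100% = ARNT alone without TACC3; many hits fall short of the cut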
RAD52 anneal inh: RAD52 DNA annealing inhibitors, primary screen, biochemical, FRET, single point, set 2; DNA repair protein RAD52 homolog (Homo sapiens), P43351; recombinant RAD52 DNA annealing, FRET fluorescence; inhibition, % at 18.7 µM; 0.46% of 360,000 active; AID 651710, 2012;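 active = every replicate showing at least 50% inhibition; inconclusive = mean inhibition at least 50% but not in every replicate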
PglD inh: C. jejuni PglD acetyltransferase inhibitors, primary screen, biochemical, DTNB colorimetric, single point; purified PglD enzyme, DTNB colorimetric CoA detection; 0.098% of 360,000 active; inhibition, % at 12.5 µM; in the data active = inhibition above about 16%, passing the limit was not always enough; inconclusive = no clear call, values can overlap the other calls; note: strong numbers were not always called active
Active calls of the source: *; ? = inconclusive; · = no result given; & = joins results of further samples. Hits appear at their usual frequency; 3.2% or so of the library scored in one or more.

[1] NS(=O)(=O)c1ccc(NC(=O)COC(=O)CNC(=O)C23CC4CC(CC(C4)C2)C3)cc1
[2] CC(=O)c1c(C)nc(C)nc1NC(=O)Cc1ccccc1
[3] Cc1ccc(S(=O)(=O)NCC[C@H]2CC[C@@H](NC(=O)Nc3cccc(F)c3)[C@@H](CO)O2)cc1
[4] O=C(CN1CCOCC1)N1CCCCN2[C@H](CO)[C@@H](c3ccc(C#Cc4ccccc4)cc3)[C@H]2C1
[5] O=C(NC(=S)Nc1nc2ccc(F)cc2s1)c1ccco1

entry no.	1	2	3	4	5
RAD54 inh	-19	-3	1	7	-2
ERp5 inh	5	·	-6	0	1
esBAF inh	-11	-2	6	·	34
CASP6 VEID inh	1	·	1	-1	3
E-sel inducer	·	·	1.6	-0.6	·
ARNT-TACC3 inh	-2	-4	-5	5	-30
RAD52 anneal inh	-6	·	3	12	-7
PglD inh	-4	-3	-2	0	0

Values by screen from the entries so far:
Entries 1 to 5 in RAD54 inh: -19, -3, 1, 7, -2
Entries 1 to 5 in esBAF inh: -11, -2, 6, ·, 34
Entries 1 to 5 in PglD inh: -4, -3, -2, 0, 0

Carrying on:
[6] Cc1cnc(C)c(N2CCN(Cc3nc(-c4ccc(C)o4)oc3C)CC2)n1
[7] O=C1c2oc3ccc(Cl)cc3c(=O)c2C(c2ccccn2)N1CCCN1CCOCC1 (stereo not given)
[8] O=C(Nc1ccccc1N1CCOCC1)c1ccncc1
[9] CSCCC(NC(=O)COc1ccccc1)C(=O)N1CCN(c2cccc(C(F)(F)F)c2)CC1 (stereo not given)
[10] O=C(Nc1ccc(Cl)cc1F)c1ccc(COc2c(F)c(F)c(F)c(F)c2F)o1

entry no.	6	7	8	9	10
RAD54 inh	·	·	3	-2	-11
ERp5 inh	1	-7	·	14	·
esBAF inh	·	·	-11	1	-9
CASP6 VEID inh	1	1	5	1	·
E-sel inducer	·	-0.1	-1.9	-0.1	·
ARNT-TACC3 inh	-12	·	4	1	-4
RAD52 anneal inh	-21	-39	-7	-24	·
PglD inh	·	·	0	-1	-4

[11] CCOc1ccc(C(=O)NCCC(=O)N2CCC3(CC2)NCCc2[nH]cnc23)cc1
[12] Cc1ccc2nc(N(CCCN(C)C)C(=O)c3cc(-c4cccs4)nc4ccccc34)sc2c1
[13] COc1ccc(N2CC(NC(=O)Nc3ccccc3)CC2=O)cc1 (stereo not given)
[14] COC(=O)[C@@]12C[C@@H](CC(=O)NCCc3ccccc3OC)C(=O)N(Cc3ccco3)C1=CCC(C)(C)C2
[15] CN(C)S(=O)(=O)c1ccc(C(=O)Nc2ccccc2C(=O)NCCCN2CCOCC2)cc1

entry no.	11	12	13	14	15
RAD54 inh	-1	-17	·	·	-1
ERp5 inh	3	2	5	0	5
esBAF inh	-3	·	-4	·	-4
CASP6 VEID inh	-5	-13	-3	0	-4
E-sel inducer	·	-4.1	·	-4.3	1.4
ARNT-TACC3 inh	1	25	3	·	13
RAD52 anneal inh	9	54*	-27	0	5
PglD inh	3	-1	·	·	-5

[16] CN(C)CC(=O)Nc1ccc2c(c1)[C@@H]1C[C@@H](CC(=O)NCCc3ccccc3)O[C@H](CO)[C@@H]1O2
[17] C[C@H]1CN([C@@H](C)CO)C(=O)c2cccc(NS(=O)(=O)c3cn(C)cn3)c2O[C@H]1CN(C)S(C)(=O)=O
[18] CCNC(=O)C1CN(S(=O)(=O)c2ccccc2)CCN1S(=O)(=O)c1ccccc1 (stereo not given)
[19] CCn1c(SCc2ccc(C#N)cc2)nnc1-c1ccc(S(=O)(=O)N2CCCCC2)cc1
[20] O=c1[nH]c(SCCOc2cccc3ccccc23)nc2ccccc12

entry no.	16	17	18	19	20
RAD54 inh	-8	5&-11	·	-22	·
ERp5 inh	-2	3	1	·	0
esBAF inh	-2	-2&-5	·	-2	0
CASP6 VEID inh	-5	2	-2	·	-2
E-sel inducer	0.3	-5.3&0.1	·	·	0.9
ARNT-TACC3 inh	0	-8&-4	-6	-3	2
RAD52 anneal inh	10	-4	-15	·	-11
PglD inh	-1	0&-89	·	-30	·

[21] COC(=O)C[C@H]1C[C@@H]2c3cc(NS(=O)(=O)c4cccc(OC)c4)ccc3O[C@@H]2[C@H](CO)O1
[22] COc1ccccc1NCCC(=O)OCC(=O)NC1CCCCCC1
[23] CCCC(=O)Nc1ccc2c(c1)C(=O)N(C)[C@H]1CC[C@@H](CC(=O)NCc3ccccc3)O[C@H]1CO2
[24] Cc1ccc(C)c(CNc2ccc(S(=O)(=O)N3CCCCC3)cc2)c1
[25] CSc1nc2sc3c(c2c(=O)n1C)CCCC3

entry no.	21	22	23	24	25
RAD54 inh	-4	-5	-9	3	6
ERp5 inh	1	-2	3	0	·
esBAF inh	-3	4	2	2	45*
CASP6 VEID inh	1	-2	-2	2	·
E-sel inducer	0.0	·	-0.1	?	·
ARNT-TACC3 inh	-8	-3	5	-8	0
RAD52 anneal inh	-5	-3	-7	-18	·
PglD inh	0	-6	-2	-1	-3

[26] CC(C)CCN(CC(=O)NCc1ccc(F)cc1)S(=O)(=O)c1ccccc1F
[27] COc1cc(CNC(C)c2ccccc2)cc(Cl)c1OCC(=O)Nc1ccccc1 (stereo not given)
[28] O=C1CCCN1CCNC(=S)Nc1ccccc1
[29] Cc1oc(CSCCSCc2cc(C(=O)O)c(C)o2)cc1C(=O)O
[30] CCC(=O)N1CC(=O)N2[C@H](CO)[C@@H](c3ccc(C#CC4CCCC4)cc3)[C@@H]2C1

entry no.	26	27	28	29	30
RAD54 inh	-11	·	2	4	·
ERp5 inh	0	5	1	-4	-4
esBAF inh	3	·	-5	-4	·
CASP6 VEID inh	-11	0	1	-1	5
E-sel inducer	-0.1	1.8	·	·	0.1
ARNT-TACC3 inh	-6	3	5	-6	·
RAD52 anneal inh	-21	-1	0	-13	11
PglD inh	·	·	1	3	·

[31] Cc1cc(N2CCOCC2)ccc1/C=C1\NC(=O)N(CC(=O)Nc2ccccc2C)C1=O
[32] COC(=O)Cn1cc(C(=O)c2ccco2)c2ccccc21
[33] CCOC(=O)N1CCN(c2ccncc2S(=O)(=O)N2CCCCC2)CC1
[34] C[C@@H]1CN([C@H](C)CO)C(=O)c2cc(NC(=O)CCCCCC(=O)Nc3ccccc3N)ccc2O[C@H]1CN(C)C(=O)Nc1ccc(F)cc1
[35] CCNC(=O)[C@H]1[C@H](CO)[C@H]2Cn3c(ccc(/C=C/c4ccccc4)c3=O)[C@@H]1N2C(C)=O

entry no.	31	32	33	34	35
RAD54 inh	1	-6	7	·	-3
ERp5 inh	·	·	-8	-5	1
esBAF inh	15	-9	-1	·	0
CASP6 VEID inh	·	·	0	1	-1
E-sel inducer	·	8.7	0.2	-15	-0.3
ARNT-TACC3 inh	3	2	-12	·	-10
RAD52 anneal inh	·	·	-4	11	-5
PglD inh	3	-15	0	·	0

[36] CCCNC(=O)C1(C)CCCN(Cc2ccccc2F)C1 (stereo not given)
[37] O=C(CCc1ccccc1)NCC(=O)N/N=C/c1ccc(O)cc1O
[38] O=C(CSc1nncc2ccccc12)Nc1cccc(O)c1
[39] O=C(Nc1cccc(NC(=O)c2ccc(F)cc2)c1)c1ccc(F)cc1
[40] C[C@H]1CCCCO[C@@H](CN(C)Cc2ccc3c(c2)OCO3)[C@@H](C)CN([C@@H](C)CO)C(=O)c2cc(NS(=O)(=O)c3cccs3)ccc2O1

entry no.	36	37	38	39	40
RAD54 inh	1	·	-21	-11	4&3
ERp5 inh	0	-4	-1	-2	·
esBAF inh	3	·	0	-9	0&2
CASP6 VEID inh	-2	-2	-1	-4	·
E-sel inducer	-0.4	15	·	·	·
ARNT-TACC3 inh	·	35	0	-6	5&-9
RAD52 anneal inh	-7	-5	-22	-12	·
PglD inh	2	·	0	-3	-1&0

[41] Cc1noc(C)c1NC(=O)Nc1ccc2c(c1)C(=O)N([C@H](C)CO)C[C@H](C)[C@H](CN(C)S(=O)(=O)c1ccc(Cl)cc1)OCCCC[C@@H](C)O2
[42] C[C@H]1CN([C@@H](C)CO)C(=O)CCCn2cc(nn2)CO[C@H]1CN(C)S(=O)(=O)c1cccc(F)c1
[43] CCC(=O)NC(c1ccccc1)c1c(O)ccc2ccccc12 (stereo not given)
[44] CCN(C(=O)CSc1nc(C2CC2)n(-c2ccccc2)n1)C1CCS(=O)(=O)C1 (stereo not given)
[45] Cn1c(=O)c2c(ncn2CC(=O)Nc2ccccc2)n(C)c1=O

entry no.	41	42	43	44	45
RAD54 inh	8	6	-8	-7	2
ERp5 inh	-9	1	-8	2	·
esBAF inh	-3	0	-2	-1	-4
CASP6 VEID inh	2	2	-2	2	·
E-sel inducer	-0.1	0.3	0.0	0.0	·
ARNT-TACC3 inh	1	-7	-6	-5	-6
RAD52 anneal inh	11	3	-8	2	·
PglD inh	1	3	-3	-2	-2

Shown as a markdown table: part of the list above
| item | smiles | RAD54 inh | ERp5 inh | esBAF inh | CASP6 VEID inh | E-sel inducer | ARNT-TACC3 inh | RAD52 anneal inh | PglD inh |
| --- | --- | --- | --- | --- | --- | --- | --- | --- | --- |
| 15 | CN(C)S(=O)(=O)c1ccc(C(=O)Nc2ccccc2C(=O)NCCCN2CCOCC2)cc1 | -1 | 5 | -4 | -4 | 1.4 | 13 | 5 | -5 |
| 16 | CN(C)CC(=O)Nc1ccc2c(c1)[C@@H]1C[C@@H](CC(=O)NCCc3ccccc3)O[C@H](CO)[C@@H]1O2 | -8 | -2 | -2 | -5 | 0.3 | 0 | 10 | -1 |
| 17 | C[C@H]1CN([C@@H](C)CO)C(=O)c2cccc(NS(=O)(=O)c3cn(C)cn3)c2O[C@H]1CN(C)S(C)(=O)=O | 5&-11 | 3 | -2&-5 | 2 | -5.3&0.1 | -8&-4 | -4 | 0&-89 |

(listing goes on)
[46] COc1ccccc1CN1CCN(Cc2ccc3ccccc3c2)CC1
[47] N=c1c2ccccc2nc2n1CCCCCCCCCCC2
[48] NC(=O)C1Cc2ccccc2CN1C(=O)c1nn(Cc2ccccc2)c(=O)c2ccccc12 (stereo not given)
[49] CCC(=O)N(C)C[C@@H]1Oc2ncc(C#C[C@H](C)O)cc2C(=O)N([C@@H](C)CO)C[C@@H]1C
[50] COc1ccc(NC(=O)N(C)C[C@H]2Oc3c(NS(=O)(=O)c4ccc(OC)cc4)cccc3C(=O)N([C@H](C)CO)C[C@H]2C)cc1
[51] CCC(Oc1ccccc1F)C(=O)NCCCn1ccnc1 (stereo not given)
[52] COc1ccc(C(=O)N2CCCC2)cc1S(=O)(=O)N1CCC(C)CC1

entry no.	46	47	48	49	50	51	52
RAD54 inh	6	1	3	-4	3	-5	-9
ERp5 inh	2	·	·	0	13	3	·
esBAF inh	-11	·	-5	-2	-1	-10	5
CASP6 VEID inh	-8	1	·	-2	-1	-2	·
E-sel inducer	0.0	·	·	0.5	-0.1	0.4	·
ARNT-TACC3 inh	2	1	1	-11	2	4	-5
RAD52 anneal inh	-3	0	·	-7	-11	0	·
PglD inh	-6	5	-2	-2	3	37*	0

Screens deposited in PubChem BioAssay by Broad Institute.
